Screens (PubChem)
AMA1-RON2 inh: qHTS for Inhibitors of AMA1-RON; Towards Development of Antimalarial Drug Lead: Primary Screen. Plasmodium falciparum AMA1 (3D7) - RON2 peptide interaction. AlphaScreen AMA1-biotinylated RON2 peptide binding. Potency, µM (top dose mostly 58.2 µM), without a hit: at the top dose activity change, negative = inhibition, usual class: inhibitors. hit rate 0.2% among 360,000;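 note: potency is the fitted concentration of half-maximal effect; 0% = vehicle wells and -100% = peptide control; nearly all actives have a fitted effect of over 45% in size; some results filed as inactive show a strong effect at the top dose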
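AMA1 (3D7) with his tag at 25 nM final met compounds first, then biotinylated RON2 peptide at 25 nM; detection used donor plus acceptor beads, 10 µg/mL apiece, read by AlphaScreen after 30 min at room temperature.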
Giardia FBPA inh: qHTS Assay for Inhibitors of Fructose-1,6-bisphosphate Aldolase from Giardia Lamblia. A8B2U2. purified Giardia FBPA. Potency, µM (titrated, usually from 59.6 µM), for the others: at the top dose activity, negative = inhibition, most hits filed as inhibitors. hit rate 0.71% among 290,000. AID 2451, 2010; note: potency is the fitted concentration of half-maximal effect; nearly all actives have a fitted effect of over 55% in size
Target sequence (A8B2U2 whole entry, looked up): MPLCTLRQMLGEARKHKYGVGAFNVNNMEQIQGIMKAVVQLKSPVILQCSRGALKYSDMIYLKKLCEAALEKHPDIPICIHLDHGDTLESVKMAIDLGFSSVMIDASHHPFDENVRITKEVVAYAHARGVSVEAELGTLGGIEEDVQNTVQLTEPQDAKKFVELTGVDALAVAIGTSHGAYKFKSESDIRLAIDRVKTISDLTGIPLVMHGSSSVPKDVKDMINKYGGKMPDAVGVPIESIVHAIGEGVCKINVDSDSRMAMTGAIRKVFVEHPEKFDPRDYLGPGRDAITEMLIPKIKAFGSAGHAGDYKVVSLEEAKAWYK
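40 nM FBPA preincubated 10 min at RT with compound (up to 57.5 uM final), then substrate plus GAPDH/TPI/NAD/arsenate coupling and diaphorase/resazurin added. Fluorescence read after 20 min at RT, 525/598 nm.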
Sm TGR inh: qHTS Assay for the Inhibitors of Schistosoma Mansoni Peroxiredoxins; purified TGR, DTNB reduction, TNB absorbance 405 nm; Potency, µM (series often up to 114 µM), for inactives: at the highest dose activity change, negative = inhibition, actives largely listed as inhibitors; hit rate 3% among 360,000; AID 485364, 2010; note: potency is the fitted concentration of half-maximal effect; nearly all actives have a fitted effect of over 60% in size
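First, TGR (20 nM dispensed) and NADPH were mixed with compound. Second, a 15 min room-temperature incubation followed. Third, further NADPH and then DTNB were added to start the reaction. Finally, TNB absorbance was monitored kinetically.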
HCMV inh: qHTS Assay for inhibitors of the human cytomegalovirus (HCMV); HFF cells, HCMV-luciferase reporter, 72 h; active compounds read low; hit rate 4.5% among 410,000; activity change, negative = inhibition, % at 57.5 µM; in the data active = activity change below about -60%; inconclusive = no clear call, values can overlap the other calls; inactive = above about -39%
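Luciferase read-out from HCMV-luciferase-infected HFFs (MOI 1 PFU/cell) 72 h post infection at 37C; compounds added after 16 h cell attachment; activity normalized between buffer-only basal and Salinomycin (10uM) inhibitor controls.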
AmpC inh no detg: qHTS Inhibitors of AmpC Beta-Lactamase (assay without detergent); P00811; AmpC nitrocefin hydrolysis, absorbance 480 nm, 0.0001% Triton; Potency, µM (series often up to 57.1 µM), for the others: at the top dose activity change, negative = inhibition, hits mostly inhibitors; hit rate 0.52% among 330,000; AID 485341, 2010;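 note: potency is the fitted concentration of half-maximal effect; plate controls were no compound for no effect and no enzyme for full effect; nearly all actives have a fitted effect of over 20% in size; some results filed as inactive show a strong effect at the top dose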
Target sequence (P00811 whole entry, looked up): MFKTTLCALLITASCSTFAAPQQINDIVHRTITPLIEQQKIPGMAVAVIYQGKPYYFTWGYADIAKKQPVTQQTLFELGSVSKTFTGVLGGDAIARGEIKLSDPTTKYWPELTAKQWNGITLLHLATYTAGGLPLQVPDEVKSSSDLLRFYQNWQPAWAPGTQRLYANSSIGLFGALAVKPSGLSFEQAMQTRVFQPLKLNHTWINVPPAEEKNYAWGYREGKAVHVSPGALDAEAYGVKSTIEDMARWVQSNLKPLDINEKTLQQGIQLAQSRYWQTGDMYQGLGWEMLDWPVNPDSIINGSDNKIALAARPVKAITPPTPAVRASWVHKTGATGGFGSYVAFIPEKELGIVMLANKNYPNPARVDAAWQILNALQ
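AmpC (5.3 nM in the dispensed reagent) in 20 mM phosphate pH 7.0 with 0.01% (detergent screen) or 0.0001% Triton X-100 was preincubated with compounds for 15 min at room temperature. Nitrocefin was then added from an 800 uM solution, and hydrolysis was followed at 480 nm.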
AmpC inh detg: qHTS Inhibitors of AmpC Beta-Lactamase (assay with detergent); AmpC hydrolysis of nitrocefin, absorbance 480 nm, 0.01% Triton; Potency, µM (doses to about 114 µM), without a hit: at the highest dose activity change, negative = inhibition, hits mostly inhibitors; hit rate 0.041% among 370,000;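 note: potency is the fitted concentration of half-maximal effect; 0% = no-compound wells and -100% = no-enzyme wells; nearly all actives have a fitted effect of over 25% in size; some results filed as inactive show a strong effect at the top dose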
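20 mM phosphate pH 7.0 + 0.01% (detergent screen) or 0.0001% Triton X-100; 5.3 nM AmpC reagent; cpd preinc 15 min RT; nitrocefin (800 uM stock) to start; A480 q20 s × 4 min; Activity was normalised to no-enzyme and no-compound control wells.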
An asterisk follows results filed as active; ? = inconclusive; / = not tested or not shown; [ ] = remark or other dose. Unless noted, calls come from the whole dose curve; as a rule, active = well fitted curve in the direction sought with a large enough effect; inconclusive = small, poorly fitted or top-dose-only effect, or another doubt; inactive = no such curve, though single readings can be large; an effect the other way counts as inactive or inconclusive. Unless noted, % is set by controls: 0 for no effect and ±100 for the full control effect.

SMILES	AMA1-RON2 inh	Giardia FBPA inh	Sm TGR inh	HCMV inh	AmpC inh no detg	AmpC inh detg
Cc1cccc(C2=NN(c3ccccc3)[C@@H](C(=O)N3CCOC3=O)[C@@H]2c2ccc([N+](=O)[O-])cc2)c1	-29.4%	-5.1%	/	-0.4	-15.0%	/
COc1ccc(-c2nn(CCC#N)cc2C(=O)Nc2ccc(C(C)=O)cc2)cc1[N+](=O)[O-]	14.2%	6.8%	8.1%	45.0	1.8%	-12.3%
Cc1c(/C=N/Nc2ccc([N+](=O)[O-])cn2)c2ccccc2n1Cc1ccccc1	-0.8%	0.8%	-5.4%	27.7	-17.8%	-10.1%
CCC(C)Nc1nc(N)c([N+](=O)[O-])c(Nc2ccccc2OC)n1 (centres undefined)	-9.1%	-2.9%	19.2%	?	-15.8%	8.8%
O=C(NNC(=O)c1ccc(Cl)cc1Cl)c1csc(-c2cccnc2)n1	52.5%[activator]	-0.5%	10.2%	22.2	-26.2%	-1.9%
Cc1c(C)c2cc3c(c(C)c2oc1=O)OCN(CCc1ccccc1)C3	/	/	?	14.8	/	6.2%
CCN(CC)Cc1c(NC(=O)c2ccc(OC)cc2)sc2c1CCCC2	/	/	-13.1%	-89.6*	/	-4.0%
O=C(Nc1ccccc1Cl)c1ccc2nc(N3CCOCC3)sc2c1	-3.9%	8.9%	-15.0%	?	-16.2%	-8.0%
Cc1cc(OCC(=O)Nc2nccs2)c2c(C)cc(=O)oc2c1	2.7%	6.3%	-3.7%	-18.2	-12.6%	4.0%
CCCCCOC(=O)C1[C@H]2C(=O)N(c3ccccc3CC)C[C@]23C=C[C@H]1O3 (some centres undefined)	-1.0%	3.2%	-15.9%	-1.7	42.0%	-11.5%
Cc1ccc2nc(COc3ccccc3NC(=O)COc3ccccc3Cl)cc(=O)n2c1	/	/	0.7%	18.9	/	-9.0%
N#Cc1c(N2CCCCC2)nc(N)c2c(N)nc(SCC(=O)O)cc12	42.4%[activator]	12.6µM*	-9.3%	7.0	-39.5%	-6.3%
Cc1ccc(-c2cc(-c3ccccc3O)nc(N/N=C/c3cccnc3)n2)cc1	21.6%	3.5%	8.4%	?	-19.5%	-1.5%
CCOc1ccc(C(=O)CCC(=O)NC2=NCCS2)cc1	-15.1%	/	-31.3%	-18.5	-20.6%	-9.0%
Cc1nnc(C)n1/N=C/c1cccn1C	0.3%	1.3%	9.8%	-3.3	-8.9%	-19.9%
CCn1cc(CCC(=O)NCc2cccc(OC)c2OC)c2ccccc21	-10.5%	1.5%	5.2%	14.9	16.3%	-2.3%
O=C(NCc1ccc(F)cc1)c1cc(-c2ccc(Cl)cc2)n[nH]1	/	/	-7.5%	-6.9	/	0.6%
O=C(NCc1cccs1)C1CCCN1C(=O)Nc1ccc(Cl)cc1 (centres undefined)	/	3.5%	-5.7%	/	-8.3%[11.4 µM]	-18.3%
CC[C@]1(C(=O)OC)[C@H]2C(=O)N(Cc3ccccc3)C(=O)[C@H]2[C@H]2CN=C(SCC(=O)c3ccccc3)N21	115.8%[activator]	/	/	5.6	32.1%	/
Cc1ccc2nc(NC(=O)COC(=O)c3ccco3)sc2c1	13.6%	-3.6%	-32.4%	94.4	/	1.7%
C[C@H]1CC[C@H]2C(=O)N3[C@H](c4cccc(N5CCCC5=O)c4)[C@@H](C)CC[C@H]3C(=O)N2[C@@H]1c1cccc(N2CCCC2=O)c1	/	2.6%	-16.2%	/	219.8%[activator]	?
CCN(Cc1ccccc1)S(=O)(=O)c1cc(C(=O)NC2CCCCCC2)ccc1OC	2.6%	-0.6%	-0.6%	-32.1	4.4%	-13.7%
COc1ccccc1N1CCN(C2CCC(C)CC2)CC1 (centres undefined)	-4.7%	-14.2%	5.4%	-12.9	-19.4%	-3.3%
Cc1cccc(C(=O)Nc2ccccc2C(=O)OCc2cc(=O)n3nc(C4CC4)sc3n2)c1	/	/	-1.5%	-0.7	/	-1.7%
Cc1cccc(CN(C)C)c1OC(=O)N(C)C	9.6%	-6.6%	19.7%	-6.1	-23.7%	1.4%
Cc1cc(=O)n(CC(=O)O)c2ccccc12	-0.9%	1.1%	13.2%	53.7	-15.1%	4.7%
Cn1c(Cn2nnc(-c3ccccc3)n2)nnc1SCc1ccccc1Cl	-0.5%	1.8%	-0.1%	20.9	10.8%	0.2%
CCOc1ccc(S(=O)(=O)NNC(=O)c2cc3ccccc3o2)cc1	-9.2%	4.3%	-20.3%	8.0	-19.0%	2.2%
CCOC(=O)[C@H]1[C@H]2COc3ccc(OC)cc3[C@H]2N2C(=O)CNC(=O)[C@@]12C	11.0%	/	-6.9%	11.9	1.4%	5.1%
Cc1ccc(S(=O)(=O)CCN2CCC(O)(c3ccccc3)CC2)cc1	0.2%	5.3%	10.0%	-39.8	-0.3%	8.0%
CCc1ccc(C2=NN(c3ccc(S(N)(=O)=O)cc3)C(c3ccc(F)cc3)C2)cc1 (centres undefined)	19.6%	-10.3%	5.3%	-11.3	0.199µM*	-0.1%
CCCn1c(=O)c2sccc2n2c(CCCC(=O)NCc3ccccc3)nnc12	/	/	0.5%	?	/	-0.5%
O=C(CN1CCCCCC1)NCCc1ccc(F)cc1	-8.9%	-13.1%	8.3%	-9.9	-18.8%	-6.5%
CCCC/C(C)=N/NC(=O)CN(c1ccc(Br)cc1)S(=O)(=O)c1ccccc1	-14.8%	4.5%	-14.4%	-16.2	-38.2%	-7.3%
Cc1ccc(-n2c(=O)c3sccc3n(CC(=O)NC3CCCCC3)c2=O)cc1	0.1%	4.0%	6.2%	2.3	-10.9%	?
CCOc1ccc(NC(=S)NC(=O)c2c(Br)cnn2C)c([N+](=O)[O-])c1	4.2%	-4.6%	-6.2%	31.4	?	?
COc1ccc(C(=O)Nc2ccncc2)cc1[N+](=O)[O-]	6.6%	4.3%	2.3%	34.8	-26.3%	7.9%
Cc1nn(CC(=O)NCc2ccccc2F)c(C)c1[N+](=O)[O-]	42.4%[activator]	2.7%	7.2%	-26.2	-12.0%	3.0%
CCOc1ccccc1C(=O)NCC(=O)NCCc1ccc(S(N)(=O)=O)cc1	0.2%	-1.9%	0.2%	4.7	-29.6%	-2.1%
Cc1cc(OC(=O)c2cc(Br)ccc2Cl)c([N+](=O)[O-])c(=O)[nH]1	-2.3%	7.4%	-2.7%	0.3	-16.0%	?

One compound at a time, from the list above. Values in the order: AMA1-RON2 inh | Giardia FBPA inh | Sm TGR inh | HCMV inh | AmpC inh no detg | AmpC inh detg
Cc1cc(OCC(=O)Nc2nccs2)c2c(C)cc(=O)oc2c1 across the screens: 2.7% | 6.3% | -3.7% | -18.2 | -12.6% | 4.0%
CCOc1ccc(NC(=S)NC(=O)c2c(Br)cnn2C)c([N+](=O)[O-])c1 across the screens: 4.2% | -4.6% | -6.2% | 31.4 | ? | ?

New compounds follow.
SMILES	AMA1-RON2 inh	Giardia FBPA inh	Sm TGR inh	HCMV inh	AmpC inh no detg	AmpC inh detg
CCc1ccc(C(=O)NNC(=O)CCC2CCCCC2)cc1	107.3%[activator]	-8.2%	2.7%	-6.4	-29.2%	-6.3%
Cc1ccc(NC(=O)c2ccc(Cl)c(N3C(=O)C=CC3=O)c2)cc1	0.9%	-29.4%	0.562µM*	-12.0	-36.8%	-1.8%
Cc1nc2ccccn2c1C(=O)N=Nc1c(O)[nH]c2ccccc12	7.0%	5.8%	-3.1%	51.0	-10.2%	-12.0%
CCOc1ccc(NS(=O)(=O)c2ccc(-c3cnc(C4CC4)o3)cc2)cc1	-11.3%	/	-6.2%	11.2	-23.8%	-7.0%
O=C(NCCOc1ccc(F)cc1)C1CCC(=O)N(CCc2ccccn2)C1 (centres undefined)	-7.3%	1.0%	-24.5%	/	-7.2%	?
N#Cc1ccsc1NC(=O)c1ccc(Cl)c([N+](=O)[O-])c1	-0.2%	0.8%	-19.0%	-27.4	-40.4%	-5.8%
CCCS(=O)(=O)N1CCCC(C(=O)N2CCN(c3ccccc3)CC2)C1 (centres undefined)	7.9%	6.5%	32.7%	-14.6	8.6%	-1.5%
Cc1cc(NCc2ccccc2)nc(-c2ccccc2O)n1	27.9%	-0.1%	6.0%	28.7	-45.4%	-12.5%
O=C(NC1CCCCC1)c1ccc2c(c1)N(Cc1ccccc1F)C(=O)c1ccccc1S2	/	/	-0.7%	-12.1	/	8.2%
COc1ccc(S(=O)(=O)Nc2cccc3c2O[C@@H](CN(C)Cc2ccc(C(=O)O)cc2)[C@@H](C)CN([C@H](C)CO)C3=O)cc1	-7.7%	/	/	-31.7	-7.2%	/
O=C1CCC(C(=O)OCC(=O)Nc2cc(Cl)ccc2F)=NN1	11.2%	/	/	9.4	-7.1%	/
O=C(NCC(=O)N1CCN(C(=O)c2ccccc2)CC1)c1ccccc1	4.7%	/	-0.5%	65.9	-13.6%	-2.1%
CC1CCN(C(=O)CSc2nnc(-c3ccccc3)o2)CC1	/	/	-4.0%	8.6	/	11.9%
O=C(c1ccco1)N1CCN(c2ncccn2)CC1	7.4%	-3.2%	0.4%	49.9	-2.9%	-9.8%
COc1c(F)c(F)c(C(=O)Nc2ccc(NC(=O)c3ccco3)cc2)c(F)c1F	-2.7%	5.8%	-6.7%	-31.1	-17.8%	-9.2%
CCN(CC(=O)Nc1ccc(S(N)(=O)=O)cc1)S(=O)(=O)c1cc(C)ccc1OC	16.9%	0.3%	-7.0%	-14.6	-33.2%	1.2%
Cc1cccnc1NC(=O)C(C)Oc1ccccc1 (centres undefined)	-19.9%	8.1%	4.2%	-1.4	23.7%	-6.3%
CC(C)(C)c1nnc2sc(SCC(=O)c3ccc4c(c3)OCCO4)nn2c1=O	5.0%	3.4%	-0.8%	25.1	-24.4%	-6.0%
O=C(CN1CCN(S(=O)(=O)c2ccccc2F)CC1)N1CCc2ccccc2C1	1.6%	/	/	-22.5	-9.0%	/
Cc1ccc(NC2=C(Cl)C(=O)OC2OC(=O)c2ccco2)cc1 (centres undefined)	0.8%	-0.8%	14.1µM*	43.6	-59.5%	?
COC(=O)c1ccc(COc2ccc(C3C4=C(CCCC4=O)Nc4onc(C)c43)cc2)cc1 (centres undefined)	-4.1%	-0.6%	?	89.0	4.4%	-14.2%
CC#CC(=O)NC1CCCN(C2Cc3ccccc3C2)C1 (centres undefined)	-4.5%	8.3%	?	66.6	-10.8%	?

By substructure: the compounds so far with a cyano group
SMILES	AMA1-RON2 inh	Giardia FBPA inh	Sm TGR inh	HCMV inh	AmpC inh no detg	AmpC inh detg
COc1ccc(-c2nn(CCC#N)cc2C(=O)Nc2ccc(C(C)=O)cc2)cc1[N+](=O)[O-]	14.2%	6.8%	8.1%	45.0	1.8%	-12.3%
N#Cc1c(N2CCCCC2)nc(N)c2c(N)nc(SCC(=O)O)cc12	42.4%[activator]	12.6µM*	-9.3%	7.0	-39.5%	-6.3%
N#Cc1ccsc1NC(=O)c1ccc(Cl)c([N+](=O)[O-])c1	-0.2%	0.8%	-19.0%	-27.4	-40.4%	-5.8%
